EBI2 block: EBI2 (human) antagonism. P32249. EBI2 beta-arrestin recruitment, luminescence, 7a,25-OHC stimulated. inhibition, % at 5 µM. 360,000 tested, 0.81% active. AID 651636; in the data active means inhibition above about 38%;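 further: enzyme fragment complementation signal reports receptor beta-arrestin coupling in cells; 0% = agonist plus DMSO wells and 100% = wells without agonist; some results beyond the cut were filed as inactive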
Gli-Sufu block: Gli-Sufu pathway antagonism | 340,000 tested, 0.74% active | inhibition, % at 5 µM | Sufu-KO-LIGHT fibroblasts, Gli luciferase reporter luminescence;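 active means inhibition above about 55%, limit read from the data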;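 further: 0% = DMSO-treated cells and 100% = wells with medium but no cells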
SENP8 inh: blocks the human protease SENP8 | purified SENP8, Z-RLRGG-aminoluciferin cleavage, luminescence | AID 2540 | Q96LD8 | inhibition, % at 10 µM | 330,000 tested, 1.2% active
Target sequence (Q96LD8 whole entry, looked up): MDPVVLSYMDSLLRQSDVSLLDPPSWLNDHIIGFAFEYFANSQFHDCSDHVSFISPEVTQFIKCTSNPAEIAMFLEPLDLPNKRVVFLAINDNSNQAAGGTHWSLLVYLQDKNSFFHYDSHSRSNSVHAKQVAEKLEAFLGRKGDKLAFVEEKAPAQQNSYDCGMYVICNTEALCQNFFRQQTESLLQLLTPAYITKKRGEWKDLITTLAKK
Apaf1 inhib: inhibitors of human Apaf-1 apoptosome; O14727; reconstituted apoptosome caspase-3 activity, DEVD-Rh110 fluorescence; inhibition, % at 20 µM; 330,000 tested, 0.71% active; AID 489030; active means inhibition of at least 40% at 20 µM;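 further: plate controls were DMSO wells for no effect and DEVD-CHO caspase inhibitor wells for full effect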
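Material: reconstituted apoptosome with Apaf-1, cytochrome c, caspase-9, procaspase-3, dATP; medium: pH 7.5 Hepes buffer with CHAPS, BSA, DTT; also added: cytochrome c and DEVD-Rh110 substrate; timing: 30 min plus 50 min, RT; signal: Rh110 fluorescence intensity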
CCR6 antagonist: CCR6 (human) receptor antagonism | P51684 | CHO-K1 CCR6 PathHunter beta-arrestin, luminescence, CCL20-stimulated | inhibition, % at 20 µM | 340,000 tested, 0.49% active;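 active means compounds whose inhibition of the agonist-driven luminescence signal at 20 µM reaches about 50%, limit read from the data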;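 further: cells stimulated with CCL20 at 14 nM final; plate controls were DMSO with CCL20 for no effect and DMSO without agonist for full effect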
Target sequence (P51684 whole entry, looked up): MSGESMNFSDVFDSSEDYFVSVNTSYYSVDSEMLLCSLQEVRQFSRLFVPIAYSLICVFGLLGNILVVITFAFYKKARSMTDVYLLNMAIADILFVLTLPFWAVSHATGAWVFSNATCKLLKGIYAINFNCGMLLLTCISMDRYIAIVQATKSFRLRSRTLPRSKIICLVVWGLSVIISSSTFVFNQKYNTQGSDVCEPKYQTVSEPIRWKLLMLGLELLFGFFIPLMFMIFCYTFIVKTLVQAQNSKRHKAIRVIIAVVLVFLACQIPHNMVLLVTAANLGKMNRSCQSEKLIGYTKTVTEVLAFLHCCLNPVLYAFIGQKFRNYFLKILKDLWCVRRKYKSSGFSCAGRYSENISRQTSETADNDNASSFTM
Jurkat NFkB inh: inhibitors of the PMA/ionomycin-induced NF-kB reporter in Jurkat cells; PMA/ionomycin-induced NF-kB luciferase reporter, luminescence; inhibition, % at 4 µM; 330,000 tested, 0.53% active
UBC13 inh: blocks human UBC13 polyubiquitin chain formation; P61088; TR-FRET; inhibition, % at 20 µM; 330,000 tested, 0.47% active; AID 485273; in the data active means inhibition above about 45%, passing the limit was not always enough
Target sequence (P61088 whole entry, looked up): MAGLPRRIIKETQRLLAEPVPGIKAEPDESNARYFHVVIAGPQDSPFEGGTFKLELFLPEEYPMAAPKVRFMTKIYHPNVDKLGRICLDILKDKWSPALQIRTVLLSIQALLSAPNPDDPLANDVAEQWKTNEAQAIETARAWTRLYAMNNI
697 NFkB inh: inhibitors of the PMA/ionomycin-induced NF-kB reporter in 697 B cells. AID 435022. inhibition, % at 4 µM. 330,000 tested, 0.33% active. 697 B-cell NF-kB luciferase reporter, 16 h; in the data active means inhibition above about 35%
* = called active by the depositor; nt = no result given. Unless noted, no stated cut-off is given here; in the data, active means inhibition above about 50%; inactive means the rest. This is a subset. The share of hits here may be higher or lower than overall.

Compound	EBI2 block	Gli-Sufu block	SENP8 inh	Apaf1 inhib	CCR6 antagonist	Jurkat NFkB inh	UBC13 inh	697 NFkB inh
COc1ccc(NC(=O)C(NC(=O)CNC(C)=O)c2ccc(C)cc2)cc1 (stereo unspecified)	7.3	1.9	3.2	4.3	6.0	-15.0	4.4	-6.6
COc1ccc(C(=O)NCCC(=O)NCc2cc(=O)n(C)c(=O)n2C)cc1	5.7	-2.9	-0.3	-5.3	-1.9	3.2	-2.3	-6.7
CCOC(=O)C1CCN(C(=O)Cn2nc(C)n3cccc3c2=O)CC1	-11.3	-0.6	0.5	3.1	7.3	0.7	-8.1	10.5
c1ccc2c(-c3cn4ccccc4n3)c[nH]c2c1	nt	nt	-8.4	-3.1	nt	8.4	8.3	-2.8
CCOc1ncccc1C(=O)N(CC)CC(=O)NCc1ccc(F)cc1	-11.7	25.8	-16.5	5.0	7.7	2.2	-8.1	5.5
COc1ccc(C2(C)NC(=O)N(CC(=O)NCc3ccccc3)C2=O)cc1OC (stereo unspecified)	3.4	16.3	-1.3	6.3	4.2	-8.0	-3.9	-4.3
O=C(NCc1cn2ccsc2n1)c1c(F)cccc1Cl	-4.8	0.0	-15.6	7.6	-19.2	0.8	0.2	-9.5
C/C(=C\C(=O)c1ccc(Br)cc1)Nc1cccc(Cl)c1	3.4	-46.3	-13.1	11.3	13.0	-53.1	-0.1	-37.7
Cc1cccc(Oc2ccccc2NC(=O)C2=COCCO2)c1	0.4	-3.9	7.1	3.0	10.1	-2.6	-2.3	-0.1
CC1CCCN(S(=O)(=O)CCNC(=O)c2ccc3c(c2)OCO3)C1 (stereo unspecified)	-1.6	-6.0	-8.4	-9.8	10.7	0.4	2.3	12.7
CCCC(c1nnnn1Cc1ccco1)N1CCC(C(N)=O)CC1 (stereo unspecified)	-9.9	-15.8	9.3	-5.6	19.7	-0.7	6.7	-3.7
Cc1cc(N2CCCC2)ccc1NC(=O)COc1ccc(Cl)cc1	3.1	4.9	-2.6	62.2*	9.3	-2.5	20.1	-1.5
CC(=O)Oc1ccc2c3c(c(=O)oc2c1)CCCC3	-11.5	2.9	3.3	7.0	-11.7	14.7	14.8	10.6
COc1ccc(NC(=O)Cn2nnc(C(=O)NCc3cccs3)c2N)cc1	-20.2	-0.5	1.4	-7.9	0.9	7.8	-1.6	-5.9
Cc1cc2c(cc1C)NC(c1cccnc1)C1=C(CC(C)(C)CC1=O)N2 (stereo unspecified)	-3.5	6.8	-3.0	0.1	-13.7	-2.7	-4.4	7.6
COc1ccc2c(C)c(CCC(=O)NC3CC3)c(=O)oc2c1C	-7.1	-21.4	-8.9	-3.5	-6.1	-24.1	15.8	-21.4
O=S(=O)(NC1CCCCCC1)c1ccc(Br)s1	-13.4	-18.6	2.3	1.9	10.7	14.8	2.8	3.8
Cc1cc(NC(=O)c2cccc(S(=O)(=O)N3CCCCCC3)c2)n(-c2ccccn2)n1	-12.1	6.1	-1.6	12.0	11.1	3.6	-3.6	0.0
Cc1occc1C(=O)Nc1cccc(C(=O)O)c1	-3.8	-28.6	91.2*	-17.8	-23.5	-10.9	11.3	-23.7
CCOC(=O)N1CCC(c2nc(C)sc2C(=O)O)CC1	-8.3	-3.9	-8.6	10.9	3.4	-5.9	-7.1	8.0
NC(=O)CC(NC(=O)c1ccc(Br)cc1)c1ccc(N2CCN(c3ccc(F)cc3)CC2)c([N+](=O)[O-])c1 (stereo unspecified)	-7.2	13.6	-15.9	18.2	4.9	10.2	0.7	12.7
Cc1ccc(N(C(=O)C(F)(F)F)C(C(=O)NC2CCCCC2)c2ccncc2)cc1C (stereo unspecified)	-4.3	-3.0	-3.7	-5.2	3.6	-5.8	4.2	5.2
O=C(CN1C(=O)NC2(CCCCC2)C1=O)Nc1cc(C(F)(F)F)ccc1N1CCOCC1	2.9	8.1	-1.9	11.3	-8.2	-1.4	0.6	2.4
CC1(C)CC(=O)C=C(c2cccc(CO)c2)C1	23.5	-10.2	5.3	-9.4	-1.5	11.6	-8.7	8.0
O=C(CCCCC(=O)Nc1ccccc1)Nc1ccccc1	-3.9	39.5	1.6	-10.5	21.1	-2.9	0.3	-9.1
CCOC(=O)Cn1c2ccccc2n2nc(CCC(=O)O)c(=O)nc12	-16.7	1.7	-4.7	-4.1	8.8	-3.9	17.6	9.5
CCOC(=O)[C@@H]1[C@H]2COc3cc(OC)ccc3[C@@H]2N2C(=O)N(c3cccc(F)c3)C(=O)[C@]12C	4.2	-2.1	12.1	9.0	5.8	-33.1	-2.9	-30.5
O=C(N/N=C/c1ccc2c(c1)OCO2)c1ccc(COc2cccc3cccnc23)cc1	8.6	-33.7	15.3	12.4	12.8	-19.5	0.2	19.2
O=C(c1ccco1)N1CCCN(Cc2nc(Cc3ccccc3)no2)CC1	-13.1	-6.8	-2.9	5.4	-7.4	-9.3	3.7	0.1
O=C(c1ccc2nc3ccc(Cl)cc3c(=O)n2c1)N1CCOCC1	-9.9	-1.0	7.6	-15.0	2.7	-8.5	41.9	-0.6
CCN(C(=O)CSc1nnc(-c2cccs2)n1CC)C1CCS(=O)(=O)C1 (stereo unspecified)	-18.0	-5.9	-3.0	-15.3	6.9	3.0	-4.1	24.9
O=C(NCCCCc1ccccc1)c1ccccc1F	-5.9	-9.7	-4.0	13.2	18.7	-17.3	1.0	-18.7
Cc1cc(C)cc(N(CC(=O)Nc2ccc(-c3nc4ccc(C)cc4s3)cc2)S(C)(=O)=O)c1	-9.2	-86.9	-4.2	1.8	-24.1	-76.9	35.3	-54.5
CCOC(=O)CN(C(=O)COc1ccc2c(C)cc(=O)oc2c1)c1ccc(OCC)cc1	7.2	17.6	0.4	15.1	11.5	-10.7	-8.8	-42.8
COC(=O)c1sccc1NC(=O)Nc1cccc(C)c1C	-1.2	7.3	-12.9	-11.3	0.7	13.9	6.7	2.3
O=C(Nc1ccc(S(=O)(=O)N2CCOCC2)cc1)c1ccc(Cl)s1	5.4	-4.7	-6.2	-12.1	-2.7	-11.7	7.7	-13.4
Cc1ccc(C)c(NC(=O)CN(C)C(=O)c2cccc(S(=O)(=O)N3CCN(Cc4ccccc4)CC3)c2)c1	3.9	41.8	-7.7	41.0*	19.1	2.5	2.3	-33.7
CCOc1ccc(N=C2NC(=O)/C(=C/C(=O)OC)S2)cc1	-5.4	14.3	-1.1	11.5	17.9	-6.5	-4.1	9.6
Cc1ccc(C(=O)Nc2ccc(S(=O)(=O)NC3=NCCCCC3)cc2)cc1S(=O)(=O)N1CCOCC1	-5.4	5.2	-7.8	-9.3	4.9	8.0	19.0	17.9
Cc1ccc(N2C(=O)C3C4C=CC(CNC(=S)N5CCN(c6ccccn6)CC5)(O4)C3C2=O)cc1 (stereo unspecified)	-4.0	3.7	1.9	-2.2	5.9	4.8	-1.2	11.2
O=S(=O)(c1ccccc1Br)N1CCN(c2ncccn2)CC1	5.0	-17.3	6.4	5.3	7.9	16.5	5.2	-11.8
CCc1ccccc1NC(=O)NCc1ccccn1	-11.2	4.6	4.2	0.4	-2.3	-2.2	-0.5	2.3
O=C1/C(=C/c2ccc(O)c(O)c2)Oc2cc(O)ccc21	9.8	-7.8	-2.7	6.2	43.9	-30.5	-55.3	-68.9
CCc1ccc(Oc2cc(C)nc(N)n2)cc1	8.3	-72.4	-9.1	4.5	-3.5	-81.0	0.9	-102.6
COc1ccc(C(=O)NC2CCCc3c2cnn3-c2ccccc2F)o1 (stereo unspecified)	-18.2	8.7	0.5	5.6	9.1	10.1	-10.1	-48.3
COc1cccc2[nH]c3c(N4CC(C)CC(C)C4)ncnc3c12 (stereo unspecified)	nt	nt	-1.5	0.8	nt	-7.6	4.0	-38.7
CS(=O)(=O)Nc1cccc(C(=O)CC2(O)C(=O)Nc3ccccc32)c1 (stereo unspecified)	-7.9	1.4	0.2	-1.9	11.1	6.6	2.2	13.2
Cc1ccccc1NC(=O)CN1C(=O)COc2ccc(S(=O)(=O)N3CCCC3)cc21	3.7	-15.2	-7.3	-9.8	13.2	2.4	-2.6	-9.2
CN(C)c1ccc(/C=N/NC(=O)COc2ccccc2)cc1	10.5	-23.0	-2.5	-5.5	3.2	-24.7	19.3	-5.1
Nc1nc(COC(=O)C2CCN(C(=O)c3ccc(Cl)cc3)CC2)nc(Nc2ccccc2)n1	18.0	-9.8	-12.4	4.2	2.9	6.6	0.6	4.9

3 entries from above, sorted by the value under CCR6 antagonist, ascending:
Molecule	CCR6 antagonist
COC(=O)c1sccc1NC(=O)Nc1cccc(C)c1C	0.7
CCOc1ccc(N=C2NC(=O)/C(=C/C(=O)OC)S2)cc1	17.9
O=C1/C(=C/c2ccc(O)c(O)c2)Oc2cc(O)ccc21	43.9

3 successive compounds from above:
Compound	EBI2 block	Gli-Sufu block	SENP8 inh	Apaf1 inhib	CCR6 antagonist	Jurkat NFkB inh	UBC13 inh	697 NFkB inh
CCOC(=O)Cn1c2ccccc2n2nc(CCC(=O)O)c(=O)nc12	-16.7	1.7	-4.7	-4.1	8.8	-3.9	17.6	9.5
CCOC(=O)[C@@H]1[C@H]2COc3cc(OC)ccc3[C@@H]2N2C(=O)N(c3cccc(F)c3)C(=O)[C@]12C	4.2	-2.1	12.1	9.0	5.8	-33.1	-2.9	-30.5
O=C(N/N=C/c1ccc2c(c1)OCO2)c1ccc(COc2cccc3cccnc23)cc1	8.6	-33.7	15.3	12.4	12.8	-19.5	0.2	19.2

Additional structures
Compound	EBI2 block	Gli-Sufu block	SENP8 inh	Apaf1 inhib	CCR6 antagonist	Jurkat NFkB inh	UBC13 inh	697 NFkB inh
O=C(C1=COCCO1)N1CCN(C(c2ccccc2)c2ccccc2)CC1	-3.8	5.5	-5.9	6.2	1.5	0.1	-5.3	-13.0
CC(=O)C1=C(O)C(=O)N(C2CCCCC2)C1c1ccccc1 (stereo unspecified)	1.4	-35.8	-0.4	7.0	-17.4	-16.7	-4.4	20.6
CSc1ccc(/C=N/N2CCN(Cc3ccccc3Cl)CC2)cc1	8.5	-3.1	-1.3	6.4	4.3	-14.7	2.2	-19.1
CN(C)c1ncc(S(=O)(=O)c2ccc(Cl)cc2)c(-c2ccccc2)n1	13.9	7.8	2.1	14.3	14.3	0.2	34.0	15.8
COc1ccccc1NC(=O)C(Sc1ccccc1)c1ccccc1 (stereo unspecified)	-1.1	3.7	-2.8	10.6	17.4	-18.2	13.5	-1.3
CC(=O)Nc1ncc(Cc2cc(Cl)ccc2Cl)s1	-10.1	13.1	4.3	-2.6	2.9	17.6	11.6	24.1
CCOc1ccc(NC(=O)c2ccc(NCC(=O)N3CCCCCC3)cc2)cc1	-1.5	-19.4	-4.6	-3.0	-1.1	-10.5	9.2	0.9
Cc1ccc2c(c1)[nH]c1c(=O)n(CCCN3CCOCC3)cnc12	-3.9	-8.1	-5.7	-13.6	1.8	-5.9	1.6	3.0
C/C(=N\O)c1ccn(S(=O)(=O)c2ccc(Cl)cc2)c1	1.9	-2.3	4.7	-5.2	-4.5	12.0	8.8	12.0
COc1ccc2c3c(c(=O)oc2c1OCC(N)=O)CCCC3	-7.0	2.8	-11.6	2.0	-7.8	-4.1	9.7	26.7
COc1ccc(Br)cc1S(=O)(=O)N1CCN=C1C	-7.3	17.3	-7.3	3.9	-1.0	-11.9	0.6	17.1
COc1cc(/C=C2\C(=O)ON=C2c2ccccc2)cc(Cl)c1O	-8.6	3.8	1.6	-1.7	49.5	3.9	-90.3	0.0
O=C(CCl)NC(Cc1c[nH]c2ccc(OCc3ccccc3)cc12)C(=O)O (stereo unspecified)	-0.6	-2.3	-10.0	2.7	0.1	-3.1	-8.0	-10.8
CC(C#N)Sc1nnc(-c2ccccc2F)n1C1CC1 (stereo unspecified)	-5.8	-14.9	-4.4	-0.2	3.9	-8.6	2.3	-3.1
CC(=O)Oc1ccc2c(c1)OC(c1ccccc1)CC21CC(C)(C)NC(=S)N1 (stereo unspecified)	-5.9	9.0	-8.7	10.8	8.1	-7.9	1.5	-20.3

Bioassay records deposited in PubChem by Sanford-Burnham Center for Chemical Genomics.
